Screens (PubChem BioAssay)
Rac1 mut GTP – modulators of GTP binding to human Rac1 activated mutant; GST-Rac1 activated beads, fluorescent GTP binding, flow cytometry; actives lie on both sides; 100% means binding = to untreated wells; 190,000 compounds, 0.11% hits; percent activity (GTP binding), % at 10 µM; P63000;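 active means GTP binding at least 20 percentage points away from the 100% baseline, in either direction, so actives lie on both sides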
Cdc42 wt GTP – changes GTP binding to wildtype human Cdc42; P60953; GST-Cdc42 beads, Bodipy-GTP binding, flow cytometry; actives lie on both sides; percent activity (GTP binding), % at 10 µM; 190,000 compounds, 0.2% hits;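 active means percent activity GTP binding at least 20 points away from the 100% baseline, either down as inhibitor or up as activator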;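 further: median bead fluorescence of bound Bodipy-FL-GTP at 100 nM; 0% = excess unlabeled GTP control and 100% = no compound control; below 100% means less GTP binding so inhibitor and above means activator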
Target sequence (P60953 whole entry, looked up): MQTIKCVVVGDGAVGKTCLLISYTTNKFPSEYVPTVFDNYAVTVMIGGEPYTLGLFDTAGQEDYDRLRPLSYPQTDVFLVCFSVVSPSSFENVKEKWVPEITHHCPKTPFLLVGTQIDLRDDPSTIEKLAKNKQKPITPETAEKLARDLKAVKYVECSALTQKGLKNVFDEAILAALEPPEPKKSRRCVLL
Mcl1-Noxa inh – Mcl-1/Noxa interaction inhibition; inhibition, % at 21.7 µM; AID 1022; 220,000 compounds, 1.5% hits; TR-FRET Mcl-1/Noxa peptide binding, 2 h;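 active means compounds that cut the protein-peptide binding signal by more than 50% relative to plate controls in a single-dose test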;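 further: His-tagged Mcl-1 with rhodamine Noxa BH3 peptide and terbium anti-His antibody; 0% = Mcl-1 plus Noxa peptide wells and 100% = peptide-only wells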
Target sequence (Q07820 whole entry, looked up): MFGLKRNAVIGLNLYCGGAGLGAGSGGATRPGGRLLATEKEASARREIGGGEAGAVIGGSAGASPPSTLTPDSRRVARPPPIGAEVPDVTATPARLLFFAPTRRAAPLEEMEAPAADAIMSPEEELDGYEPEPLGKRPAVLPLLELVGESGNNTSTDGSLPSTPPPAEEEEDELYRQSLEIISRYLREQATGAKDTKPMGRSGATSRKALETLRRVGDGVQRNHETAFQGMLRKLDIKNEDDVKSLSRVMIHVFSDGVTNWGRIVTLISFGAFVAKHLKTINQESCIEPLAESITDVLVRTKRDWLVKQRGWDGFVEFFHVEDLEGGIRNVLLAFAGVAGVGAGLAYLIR
Avidin fluor – avidin bead compound fluorescence profile | fluorescence (KMESF) at 10 µM | 220,000 compounds, 0.38% hits | Avidin beads, compound fluorescence 488/530 nm, flow cytometry; hits give high values; in the data active means fluorescence above about 47; further: inactives centre near 10
ABCG2 inh – blocks JC-1 efflux by human ABCG2 transporter. Q9UNQ0. IgMXP3 cells, flow cytometry. inhibition, % at 6.6 µM. 190,000 compounds, 0.1% hits. AID 1325;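 active means inhibition above 80%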;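 further: 0% = DMSO and 100% = nicardipine control wells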
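Measure – % inhibition of efflux relative to nicardipine and DMSO · Test system – ABCG2 IgMXP3 and barcoded ABCB1 CCRF-Adr cell mix · Control set – nicardipine as high control, DMSO as low control · Compound – one concentration, 6.6 µM final · Signal – flow cytometry of retained JC-1 fluorescence · Timing – 10 min exposure at 25 °C with rotation, no wash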
HRas wt GTP – human HRas wildtype GTP binding, change in either direction. GTP binding activity, % at 10 µM. 190,000 compounds, 0.14% hits. AID 759. GST-Ras wt beads, Bodipy-FL-GTP binding, flow cytometry; actives lie on both sides;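 active means GTP binding activity at least 20% away from the 100% baseline, either lowered as inhibitor or raised as activator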;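 further: 0% = unlabeled GTP competition control and 100% = no-compound control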
Target sequence (P01112 whole entry, looked up): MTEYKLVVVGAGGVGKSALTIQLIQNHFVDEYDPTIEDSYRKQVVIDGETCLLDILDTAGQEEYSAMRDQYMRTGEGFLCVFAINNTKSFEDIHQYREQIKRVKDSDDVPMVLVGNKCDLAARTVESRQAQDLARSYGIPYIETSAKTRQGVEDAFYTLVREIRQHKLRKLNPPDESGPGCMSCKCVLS
ABCB1 inh – human ABCB1 inhibition, ABCG2 as counter-screen; P08183; CCRF-Adr cells, JC-1 efflux, flow cytometry; inhibition, % at 6.6 µM; 190,000 compounds, 0.067% hits; in the data active means inhibition above about 40%;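 further: 0% = vehicle and 100% = reference inhibitor; higher value means more JC-1 retained so stronger ABCB1 efflux block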
Pf gametocyte – inhibitors of late stage P. falciparum gametocyte viability; inhibition, % at 10.9 µM; P. falciparum stage V gametocytes, ATP luminescence, 24 h; 150,000 compounds, 0.065% hits;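 active means inhibition above the mean plus 3 SD of compounds within the control limits, set per campaign, cut at about 38% in these data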;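 further: 0% = DMSO wells and 100% = medium only without gametocytes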
Rab2 wt GTP – changes GTP binding to wildtype dog Rab2A, up or down | 190,000 compounds, 0.19% hits | AID 760 | GTP binding activity, % at 10 µM | GST-Rab2 wt beads, Bodipy-GTP binding, flow cytometry | P61105;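 active means GTP binding activity at least 20 points away from 100%, either lowered or raised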;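 further: 0% = beads with excess unlabeled GTP and 100% = no-compound control corrected for plate trend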
Rac1 wt modul – alters GTP binding to wildtype human Rac1; P63000; GST-Rac1 beads, fluorescent GTP binding, flow cytometry; actives lie on both sides; 0 = cold GTP competed, 100 = untreated; GTP binding activity (% of control), % at 10 µM; 190,000 compounds, 0.27% hits;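 active means GTP binding activity at least 20 points away from the 100% control level, either lower or higher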
Rab7 wt GTP bind – dog Rab7 wildtype GTP binding, inhibitors and activators; GST-Rab7 beads, fluorescent GTP binding, flow cytometry; actives lie on both sides; untreated = 100%, excess cold GTP = 0%; GTP binding activity (percent of control), % at 10 µM; 190,000 compounds, 0.055% hits;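 active means fluorescent GTP binding to Rab7 beads changed by at least 20 points from the 100% baseline, either direction, mostly lower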;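 further: median green fluorescence of bound Bodipy-FL-GTP per Rab7 bead population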
Active calls of the source: *; . = no result given.

Sample of the layout:
item	SMILES	Rac1 mut GTP	Cdc42 wt GTP	Mcl1-Noxa inh	Avidin fluor	ABCG2 inh	HRas wt GTP	ABCB1 inh	Pf gametocyte	Rab2 wt GTP	Rac1 wt modul	Rab7 wt GTP bind
1	CC(C)CCN1CCN(Cc2ccc(C#CC(C)(C)O)s2)CC1CCO (centres undefined)	97.0	101.0	15.8	10	0.0	99.0	0.0	23.0	98.0	102.0	105.0
2	COc1cc(OC)cc(C(=O)NCc2cccnc2)c1	99.0	98.0	-5.1	8	4.4	101.0	1.4	.	100.0	100.0	100.0
3	Cc1ccc(S(=O)(=O)NCc2ccncc2)cc1	100.0	104.0	11.2	14	10.0	99.0	0.6	.	99.0	107.0	100.0
4	N#C/C(=C(\O)Cc1ccccc1)c1nc2ccccc2[nH]1	100.0	111.0	-2.2	13	1.1	108.0	0.3	14.9	103.0	107.0	105.0
5	Cc1c(C=O)n(C)n(-c2ccccc2)c1=O	94.0	97.0	-2.3	9	-2.6	97.0	-0.3	14.3	102.0	100.0	108.0
6	CC1CN(C(=O)COc2ncnc3ccccc23)CC(C)O1 (centres undefined)	101.0	105.0	12.6	11	1.0	104.0	0.6	.	104.0	103.0	100.0
7	Cc1ccc(C(=O)c2coc3ccc(O)c(Cl)c23)cc1	99.0	107.0	25.5	.	2.1	108.0	0.5	13.6	106.0	104.0	108.0
8	O=C(NNC(=O)C1C2CCC(C2)C1C(=O)O)c1cccc(Cl)c1 (centres undefined)	97.0	96.0	5.7	15	6.0	98.0	1.6	2.8	96.0	101.0	92.0
9	COc1cccc(-c2nc(-c3ccc(NC(=O)c4ccncc4)cc3)no2)c1	99.0	107.0	14.2	18	-0.1	108.0	-0.1	-20.1	107.0	104.0	112.0
10	CCn1cc(-c2ccnc3cc(C(=O)O)nn23)c(C)n1	94.0	96.0	7.5	12	-2.5	94.0	-0.2	-28.5	94.0	97.0	95.0
11	CCC1Oc2ccccc2N(CC(=O)NCCc2ccc(OC)c(OC)c2)C1=O (centres undefined)	98.0	98.0	-33.7	4	1.2	99.0	0.6	.	99.0	100.0	98.0
12	CCOC(=O)CCCNc1ccc([N+](=O)[O-])cc1[N+](=O)[O-]	98.0	97.0	-7.4	9	13.5	99.0	0.4	1.6	99.0	100.0	100.0

All compounds of this part, repeating the preview:
item	SMILES	Rac1 mut GTP	Cdc42 wt GTP	Mcl1-Noxa inh	Avidin fluor	ABCG2 inh	HRas wt GTP	ABCB1 inh	Pf gametocyte	Rab2 wt GTP	Rac1 wt modul	Rab7 wt GTP bind
1	CC(C)CCN1CCN(Cc2ccc(C#CC(C)(C)O)s2)CC1CCO (centres undefined)	97.0	101.0	15.8	10	0.0	99.0	0.0	23.0	98.0	102.0	105.0
2	COc1cc(OC)cc(C(=O)NCc2cccnc2)c1	99.0	98.0	-5.1	8	4.4	101.0	1.4	.	100.0	100.0	100.0
3	Cc1ccc(S(=O)(=O)NCc2ccncc2)cc1	100.0	104.0	11.2	14	10.0	99.0	0.6	.	99.0	107.0	100.0
4	N#C/C(=C(\O)Cc1ccccc1)c1nc2ccccc2[nH]1	100.0	111.0	-2.2	13	1.1	108.0	0.3	14.9	103.0	107.0	105.0
5	Cc1c(C=O)n(C)n(-c2ccccc2)c1=O	94.0	97.0	-2.3	9	-2.6	97.0	-0.3	14.3	102.0	100.0	108.0
6	CC1CN(C(=O)COc2ncnc3ccccc23)CC(C)O1 (centres undefined)	101.0	105.0	12.6	11	1.0	104.0	0.6	.	104.0	103.0	100.0
7	Cc1ccc(C(=O)c2coc3ccc(O)c(Cl)c23)cc1	99.0	107.0	25.5	.	2.1	108.0	0.5	13.6	106.0	104.0	108.0
8	O=C(NNC(=O)C1C2CCC(C2)C1C(=O)O)c1cccc(Cl)c1 (centres undefined)	97.0	96.0	5.7	15	6.0	98.0	1.6	2.8	96.0	101.0	92.0
9	COc1cccc(-c2nc(-c3ccc(NC(=O)c4ccncc4)cc3)no2)c1	99.0	107.0	14.2	18	-0.1	108.0	-0.1	-20.1	107.0	104.0	112.0
10	CCn1cc(-c2ccnc3cc(C(=O)O)nn23)c(C)n1	94.0	96.0	7.5	12	-2.5	94.0	-0.2	-28.5	94.0	97.0	95.0
11	CCC1Oc2ccccc2N(CC(=O)NCCc2ccc(OC)c(OC)c2)C1=O (centres undefined)	98.0	98.0	-33.7	4	1.2	99.0	0.6	.	99.0	100.0	98.0
12	CCOC(=O)CCCNc1ccc([N+](=O)[O-])cc1[N+](=O)[O-]	98.0	97.0	-7.4	9	13.5	99.0	0.4	1.6	99.0	100.0	100.0
13	Cc1ccccc1C(=O)N1CCN(c2ccc([N+](=O)[O-])c(NCc3ccco3)c2)CC1	100.0	106.0	7.9	16	6.4	106.0	4.8	-13.3	102.0	104.0	105.0
14	COc1cc(CN2CCNC(=O)C2CC(=O)N2CCCCO2)cc(OC)c1 (centres undefined)	97.0	99.0	21.5	12	0.8	96.0	0.7	-4.5	96.0	99.0	95.0
15	O=C(Nc1cccc(Cl)c1)N1CCN(Cc2ccccc2)CC1	97.0	103.0	25.8	5	1.8	104.0	0.5	.	102.0	100.0	102.0
16	O=C(CSc1nc2ccccc2[nH]1)NCCCn1ccnc1	100.0	106.0	14.7	21	2.1	101.0	0.5	.	97.0	103.0	99.0
17	CCCCN=C1CC(C)(C)CC(=O)/C1=C(/O)CCCN1C(=O)c2ccccc2C1=O	96.0	96.0	8.9	6	0.6	96.0	1.2	7.7	97.0	96.0	93.0
18	COc1ccc(-c2nnn(CC(=O)OC3CCCCC3)n2)cc1OC	97.0	101.0	-1.0	6	1.0	100.0	0.1	-20.3	98.0	101.0	102.0
19	CN(C)c1cccc(C(=O)Nc2cccc(F)c2)c1	98.0	99.0	27.8	15	5.1	98.0	0.6	.	99.0	97.0	99.0
20	CC(C)n1c(N2CCN(C(=O)N3CCCCC3)CC2)nc2ccccc21	97.0	97.0	4.2	18	2.0	98.0	1.0	22.9	98.0	97.0	100.0
21	CC(C)c1[nH]nc2c1C(c1cccnc1)C(C#N)=C(N)O2 (centres undefined)	99.0	102.0	3.1	4	0.5	102.0	0.1	-11.3	101.0	103.0	98.0
22	COc1ccccc1NC(=O)CSc1nc(N)c(C#N)cc1C#N	93.0	86.0	28.7	16	5.0	87.0	4.6	8.2	87.0	91.0	89.0
23	CCc1cc2c(=O)n(C(C)C(=O)OC3CCCCC3)cnc2s1 (centres undefined)	98.0	100.0	-17.4	6	0.6	100.0	0.1	21.8	100.0	102.0	100.0
24	c1ccc(Cc2nnc3n2CCCCC3)cc1	95.0	101.0	3.8	17	-0.4	102.0	-0.2	.	101.0	99.0	101.0
25	CCC(C)N(C)C1CCN(C(=S)Nc2cccc(SC)c2)CC1 (centres undefined)	98.0	97.0	0.1	12	2.4	99.0	0.6	12.4	97.0	103.0	102.0
26	CC1(C)CC(N2CCCC2)=CC(=[N+]2CCCCCC2)C1	91.0	94.0	20.7	6	0.3	90.0	0.4	-7.6	91.0	95.0	89.0
27	CCOC(=O)C1(CCCc2ccccc2)CCN(Cc2cnc(C)s2)CC1	95.0	99.0	21.6	10	1.1	99.0	1.6	.	99.0	98.0	103.0
28	CCN1CCN(CC(=O)Nc2cccc(C)c2C)C(=O)C1=O	100.0	103.0	11.8	7	3.5	101.0	0.6	.	101.0	104.0	102.0
29	COc1cccc(C2C(C#N)=C(N)Oc3cc(C)n(Cc4ccccn4)c(=O)c32)c1OC (centres undefined)	97.0	103.0	10.4	14	1.6	103.0	0.2	-23.0	104.0	99.0	99.0
30	CC(=O)C(/C=N/c1cc(-c2ccc(C)cc2)nn1-c1ccccc1)=C(\C)O	102.0	100.0	9.2	14	3.1	100.0	0.4	.	101.0	98.0	99.0
31	Cc1c(C)n(C)c2ccc(C(=O)Nc3cccc4ccccc34)cc12	95.0	96.0	-18.5	9	1.4	97.0	0.1	-8.6	95.0	96.0	95.0
32	CC(C)CCN1C(=O)c2ccc(C(=O)Nc3c[nH]c(=O)[nH]c3=O)cc2C1=O	97.0	99.0	-0.5	11	2.0	97.0	0.7	-1.7	99.0	99.0	95.0
33	Cc1ccc(N2C(=O)CC(N3CCN(C)CC3)C2=O)cc1 (centres undefined)	100.0	101.0	3.9	7	-0.9	100.0	0.1	.	97.0	102.0	92.0
34	Cc1cc2nc(CCl)cc(=O)n2[nH]1	93.0	100.0	11.0	9	-1.0	97.0	-0.4	20.2	97.0	100.0	94.0
35	N#C/C(=C\c1cn(CC(=O)N2CCCC2)c2ccccc12)C(=O)NCc1ccc2c(c1)OCO2	94.0	94.0	14.0	6	-2.0	94.0	0.1	-19.4	93.0	96.0	99.0
36	Cc1cccc(N2CCN(CC(=O)Nc3ccccc3[N+](=O)[O-])CC2)c1C	95.0	98.0	-10.4	25	7.1	99.0	3.6	.	96.0	100.0	96.0
37	Cc1ccc(-c2cc(-c3ccccc3[N+](=O)[O-])[nH]n2)c(O)c1	94.0	97.0	.	10	7.7	95.0	0.8	.	92.0	92.0	92.0
38	COC(=O)/C=C/c1oc2ccccc2c1C	95.0	101.0	-2.6	8	1.3	101.0	0.2	-12.5	102.0	95.0	105.0
39	Cc1cnc(C(=O)Nc2ccc(N3CCN(C(=O)OC(C)(C)C)CC3)cc2)cn1	102.0	106.0	2.8	16	2.0	104.0	0.5	.	101.0	108.0	96.0
40	O=C(C1CC1c1ccccc1)N1CCN(c2cccc(Cl)c2)CC1 (centres undefined)	98.0	100.0	9.6	12	3.5	100.0	0.6	.	100.0	103.0	99.0
41	COc1ccc(C(=O)C2CCCN(C3Cc4ccccc4C3)C2)cc1OC (centres undefined)	96.0	99.0	3.7	10	0.6	98.0	0.4	-11.4	100.0	102.0	96.0
42	O=C(c1coc(=O)c2ccccc12)N1CCN(Cc2ccccc2)CC1	101.0	109.0	-7.4	15	0.6	107.0	0.3	.	109.0	104.0	97.0
43	O=c1c2c(-c3ccc(Cl)cc3)csc2ncn1/N=C/c1cccc([N+](=O)[O-])c1O	95.0	92.0	-1.1	6	22.4	97.0	0.6	17.3	95.0	96.0	100.0
